EBNA-1 inh: blocks EBNA-1 binding to DNA; actives 0.34% (n = 300,000); inhibition, % at 14.8 µM; EBNA-1 DNA binding, fluorescence polarization; AID 1950; in the data active = inhibition above about 28%
Yeast superoxide: lowers age-related superoxide in aged yeast cells; actives 0.18% (n = 330,000); superoxide response (% of plate mean), % at 10 µM; AID 2690; S. cerevisiae aged cells, superoxide DHE fluorescence; stronger effect = lower value;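 active = superoxide response under a set limit, about three screen SD below normal, cut at about 65% in these data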;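 also: yeast aged for seven days with compound at 30 °C before DHE staining; 100% = average MFI of all compound-treated wells on the plate with controls excluded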
Efflux pump inh: inhibitors of Candida antifungal efflux pumps expressed in yeast. S. cerevisiae Candida pump triplex, Nile Red efflux. inhibition, % at 10 µM. actives 0.44% (n = 330,000). AID 485275;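 active = plate passing quality check with inhibition over a set limit, or well fluorescence over plate mean plus 4 SD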;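 also: Nile Red retained in pooled yeast measured as flow cytometry median fluorescence; 0% = buffer negative control and 100% = Enniatin B positive control; higher means more Nile Red kept so more efflux inhibition; some compounds called inactive have numbers as strong as hits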
Fam108B counter: Fam108B inhibition, counter-screen for RBBP9 inhibitors | recombinant Fam108B, FP-Rh probe fluorescence polarization | actives 0.33% (n = 300,000) | inhibition, % at 9.51 µM | AID 1947;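 active = inhibition above the screen mean inhibition plus 3 SD, computed separately per campaign, cut at about 18% in these data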;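 also: inhibitors lower polarization as less probe binds the enzyme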
MCL1-BIM inh: inhibitors of human MCL1 binding to BIM-BH3 peptide; GST-MCL1 / FITC-Bim-BH3 fluorescence polarization; inhibition, % at 10.9 µM; actives 0.68% (n = 320,000); AID 2057;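 active = inhibition above the mean inhibition of all tested compounds plus 3 SD, set per campaign, cut at about 40% in these data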;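 also: 0% = DMSO wells and 100% = unlabeled Bim-BH3 peptide control; higher means more loss of mP so more displacement of Bim peptide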
ZTA counter: counter-screen for EBNA-1 inhibitors: inhibitors of Epstein-Barr virus ZTA; P03206; inhibition, % at 11 µM; ZTA-DNA binding, fluorescence polarization; actives 0.15% (n = 320,000); in the data active = inhibition above about 33%
Target sequence (P03206 whole entry, looked up): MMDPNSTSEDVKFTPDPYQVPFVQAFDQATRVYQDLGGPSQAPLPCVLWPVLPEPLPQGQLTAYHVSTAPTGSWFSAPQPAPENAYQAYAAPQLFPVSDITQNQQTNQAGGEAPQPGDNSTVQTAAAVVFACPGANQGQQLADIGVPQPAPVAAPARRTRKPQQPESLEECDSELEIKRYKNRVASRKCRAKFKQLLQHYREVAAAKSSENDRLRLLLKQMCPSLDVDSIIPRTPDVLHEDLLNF
GLD-1 RNA inh: GLD-1-TGE RNA interaction inhibition (C. elegans) | purified GLD-1 + fluorescein TGE RNA, fluorescence polarization | inhibition, % at 5.96 µM | actives 0.44% (n = 320,000);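 active = percent inhibition above a per-plate cutoff, the plate mean of test compounds plus 3 SD, cut at about 30% in these data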;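 also: 0% = DMSO wells with GLD-1 and probe and 100% = wells lacking GLD-1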
Target sequence (Q17339 whole entry, looked up): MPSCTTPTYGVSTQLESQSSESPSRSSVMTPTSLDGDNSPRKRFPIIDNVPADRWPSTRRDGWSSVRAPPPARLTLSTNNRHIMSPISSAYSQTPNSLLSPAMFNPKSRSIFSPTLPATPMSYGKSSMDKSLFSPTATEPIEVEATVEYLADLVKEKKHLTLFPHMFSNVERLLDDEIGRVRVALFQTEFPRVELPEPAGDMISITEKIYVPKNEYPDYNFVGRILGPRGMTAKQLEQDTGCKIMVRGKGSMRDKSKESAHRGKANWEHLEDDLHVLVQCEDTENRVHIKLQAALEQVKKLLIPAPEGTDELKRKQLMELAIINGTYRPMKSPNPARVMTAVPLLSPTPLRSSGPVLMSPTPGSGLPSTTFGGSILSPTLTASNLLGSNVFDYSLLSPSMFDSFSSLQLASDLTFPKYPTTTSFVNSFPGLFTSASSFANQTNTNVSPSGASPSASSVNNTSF
MEX-5 binding: C. elegans MEX-5 TCR-2 RNA binding activity; Q9XUB2; MEX-5/FITC-TCR2 RNA binding, fluorescence polarization; stronger effect = lower value; activity score (negative = inhibition of binding), % at 10 µM; actives 0.38% (n = 300,000); AID 1832;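 active = inhibition past about -25% in most replicates, and total fluorescence under double the plate's negative control median, limit read from the data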;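 also: 0% = DMSO and -100% = 5 µM competing unlabeled TCR2 RNA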
BCLXL inh: Bcl-xL (human) inhibition; actives 0.7% (n = 320,000); inhibition, % at 10.9 µM; AID 2129; Q07817; GST-Bcl-xL / FITC-Bim BH3 peptide fluorescence polarization;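 active = inhibition above the mean of all tested compounds plus 3 SD, cutoff set per campaign, cut at about 30% in these data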;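 also: 0% = DMSO wells and 100% = unlabeled Bim-BH3 peptide competitor; inhibitors lower millipolarization by displacing the labeled peptide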
Target sequence (Q07817 whole entry, looked up): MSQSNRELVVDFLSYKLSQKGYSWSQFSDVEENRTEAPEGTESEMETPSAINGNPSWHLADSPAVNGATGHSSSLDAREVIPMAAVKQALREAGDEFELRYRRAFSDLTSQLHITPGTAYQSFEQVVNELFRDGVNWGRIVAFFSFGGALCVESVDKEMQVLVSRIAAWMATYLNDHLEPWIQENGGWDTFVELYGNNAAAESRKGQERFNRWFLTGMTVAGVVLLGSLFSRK
Numbers without * were called inactive; · = no result given.

SMILES | EBNA-1 inh | Yeast superoxide | Efflux pump inh | Fam108B counter | MCL1-BIM inh | ZTA counter | GLD-1 RNA inh | MEX-5 binding | BCLXL inh
CC(C)CNS(=O)(=O)c1cc(C(=O)N2CC(C)OC(C)C2)c(Cl)cc1Cl (centres undefined) | -9 | 92 | 0.1 | 2 | 3 | 0 | 3 | -0.7 | 3
O=C(NC(=S)Nn1cnnc1)c1cccc(Br)c1 | 0 | 98 | 0.1 | -1 | 14 | 16 | -2 | 1.3 | 16
CC1C(=O)Nc2ccccc2N1C(=O)c1ccc(F)cc1F (centres undefined) | -8 | 108 | -0.1 | 1 | -5 | -10 | 1 | -0.4 | -1
CCOC(=O)CNC(=O)CSc1nc2sc(C)c(C)c2c(=O)n1C | 11 | 103 | 0.0 | 0 | 9 | 13 | 5 | 1.8 | 5
CCn1cc(C(=O)NCC2COc3ccccc3O2)c2cc(OC)c(OC)cc2c1=O (centres undefined) | -12 | 104 | 0.4 | 0 | -3 | -7 | 0 | 3.7 | -7
O=C(NCc1cccnc1)C(=O)Nc1nc2ccccc2s1 | -2 | 106 | 0.1 | -1 | -1 | 0 | 0 | -0.3 | 0
COc1cccc(CN(C)CC(O)COC(c2ccccc2)c2ccccc2C)c1 (centres undefined) | -2 | 91 | 0.1 | 0 | 2 | -7 | -2 | -1.5 | 0
COc1ccc2ccccc2c1/C=N/n1cnnc1 | 3 | 101 | -0.1 | 2 | 5 | -17 | 8 | 0.4 | 3
C[C@@H]1NC(=O)/C(=C\c2ccccc2Cl)NC1=O | -2 | 105 | 0.1 | 1 | 17 | 2 | 10 | -3.1 | 18
COc1cc(NC(=O)c2ccccc2-c2ccccc2)cc(OC)c1 | -2 | 87 | -0.1 | -6 | 3 | 6 | -4 | 2.8 | 4
CC(=O)NCCN1C(=O)C2C3c4ccccc4C(c4ccccc43)C2C1=O (centres undefined) | 1 | 103 | 0.0 | -1 | -2 | 14 | -1 | 1.4 | -2
Cc1cc(C)c2nc(SCC(=O)Nc3ccc(S(=O)(=O)N4CCCC4)cc3)c(C)cc2c1 | -10 | 121 | 0.5 | -35 | -2 | 6 | 4 | 2.2 | 1
O=C(Nc1nnc(-c2ccccc2F)s1)Nc1ccccc1F | 4 | 103 | 0.3 | 2 | -8 | -8 | -2 | 0.1 | -1
Cc1ccccc1NC(=O)c1ccc(C)c(S(=O)(=O)NCc2cccnc2)c1 | -13 | 106 | -0.1 | -1 | 7 | -10 | 0 | 0.3 | 2
O=C(NCCNC(=O)c1ccccc1Br)c1cccnc1 | -6 | 92 | 0.1 | -2 | 0 | 3 | 1 | -0.6 | 2
Cc1cc(C(=O)Nc2cc(C(C)(C)C)on2)c(C)o1 | -3 | 96 | -0.1 | -4 | 4 | -6 | -3 | -1.0 | 5
CCOC(=O)C1CCCN(Cc2cc(=O)oc3cc(C)ccc23)C1 (centres undefined) | -8 | 95 | 0.9 | 1 | -2 | 1 | -3 | 0.7 | -1
O=C(C1CCC(=O)N(C2CCCC2)C1)N1CCN(c2ccccc2Cl)CC1 (centres undefined) | -8 | 121 | 0.1 | -7 | -1 | 3 | -2 | 4.1 | 6
Cc1cccc(C(=O)Nc2cc(=O)n(C)c(=O)n2C)c1 | 0 | 101 | -0.2 | 1 | -8 | -2 | 0 | 1.3 | 0
COc1ccc(OCC(=O)Nc2ccc3c(c2)n(C)c(=O)n3C)cc1 | 5 | 103 | 0.0 | 3 | 4 | 8 | 3 | 0.2 | 3
Nc1ccccc1C#CC(=O)c1ccccc1 | 6 | 132 | -0.1 | -15 | -9 | 14 | -9 | 0.9 | -2
NC(=O)c1nsc(C(=O)N(Cc2ccccc2F)C(C(=O)NCC2CCCO2)c2ccc(F)cc2)c1N (centres undefined) | 5 | 111 | -0.2 | -2 | -2 | -15 | 6 | -0.3 | 0
O=C(/C=C/c1ccco1)Nc1sc2c(c1C(=O)O)CCC2 | -3 | 163 | 0.0 | -3 | 11 | -8 | 6 | -2.5 | 8
CCOC(=O)c1ccc(-c2c(C(=O)OCC)oc3cc(O)c(CC)cc3c2=O)o1 | 6 | 100 | 0.0 | -2 | 10 | 9 | -1 | 0.9 | 10
CCOC(=O)c1[nH]c2cc(OC)c(OC)cc2c1NC(=O)c1ccc2c(c1)OCO2 | 24 | 75 | 0.0 | -1 | -1 | -3 | -1 | 0.0 | 1
SMILES | EBNA-1 inh | Yeast superoxide | Efflux pump inh | Fam108B counter | MCL1-BIM inh | ZTA counter | GLD-1 RNA inh | MEX-5 binding | BCLXL inh
CCN(Cc1ccccc1)S(=O)(=O)c1csc(C(N)=O)c1 | -6 | 103 | 0.5 | 3 | 1 | -23 | 0 | -2.6 | 2
CN1CCCN(C(=O)/C=C/c2ccc(Cl)cc2Cl)CC1 | 4 | 113 | 0.3 | 4 | 0 | -4 | 0 | 2.5 | 6
O=C(O)c1cc(-c2cc3ccccc3o2)nn1-c1ccccc1 | 2 | 108 | 0.0 | -2 | -3 | 2 | 1 | 0.4 | 6
CCOC(=O)C1=CC[C@@H](c2ccco2)N(S(=O)(=O)c2ccc(C)cc2)[C@H]1C(=O)OCC | · | 109 | -0.1 | · | 5 | -2 | 2 | · | 5
COc1ccccc1Nc1nc(N)nc(CSc2nnc(C)s2)n1 | -5 | 98 | -0.1 | 3 | 1 | -3 | 6 | -1.2 | 7
O=C(NCc1nc2ccccc2[nH]1)C1=C[C@@H](c2ccc(Br)cc2)C[C@@H](OCc2ccc(CO)cc2)O1 | 0 | 106 | 0.1 | -20 | 1 | -6 | 8 | 8.6 | 1
Cc1sc(C(C2C(=O)CC(C)(C)CC2=O)C2C(=O)CC(C)(C)CC2=O)cc1[N+](=O)[O-] | -2 | 115 | -0.2 | 3 | 22 | -9 | 7 | 0.1 | 3
COc1cc2ccccc2cc1-c1nnc(COc2ccccc2)o1 | -3 | 106 | 0.1 | 0 | -6 | 0 | 5 | 1.4 | -2
CCOc1ccc(/C=C/C(=O)OCC(=O)Nc2cccc(S(=O)(=O)N3CCCC3)c2)cc1 | · | 96 | 0.1 | · | -10 | 12 | -2 | · | -9
Nc1c(-c2ccc(Cl)cc2)nnn1-c1ccccc1 | 7 | 114 | 0.0 | 3 | 6 | -2 | 7 | 0.5 | 0
O=C(CSc1ccc(Cl)cc1)Nc1cccc(-c2nc3ncccc3o2)c1 | -2 | 127 | 0.1 | -15 | 6 | 0 | 2 | -2.6 | 2
COc1cccc(CNc2ccc(C(=O)O)cc2)c1OCc1ccccc1 | -8 | 102 | 0.0 | -2 | 1 | 4 | -1 | -2.4 | 7
COc1ccc(/C=N/NC(=O)c2ccc(N(C)S(=O)(=O)c3ccccc3)cc2)c(OC)c1 | -5 | 88 | 0.3 | -2 | -5 | 3 | 7 | 0.3 | 2
CCOC(=O)c1ccc(-n2c(CN3CCC(O)CC3)nc3ccc([N+](=O)[O-])cc3c2=O)cc1 | -10 | 104 | 0.0 | -4 | -22 | 1 | -10 | -2.4 | -10
COC(=O)CC1C(=O)NCCN1C(=O)c1ccc(S(=O)(=O)N2CCOCC2)cc1 (centres undefined) | 3 | 107 | -0.1 | 2 | 4 | 12 | -7 | -5.1 | 6
O=C(CNC(=S)NC(=O)c1ccc(F)cc1)c1ccccc1 | -13 | 99 | -0.3 | -9 | 2 | -8 | 5 | -2.3 | 3
O=C(Nc1ccc(Cl)cc1)c1ccc2c(c1)S(=O)(=O)c1ccccc1C2=O | 4 | 87 | -0.1 | 4 | 1 | -18 | 8 | -0.4 | 3
CC(C)C1NC2(C(=O)c3ccccc3C2=O)C2C(=O)N(c3ccc(F)cc3)C(=O)C12 (centres undefined) | 10 | 87 | -0.1 | -1 | 64* | 2 | 120* | 1.1 | 80*
O=C(O)Cc1csc(NC(=O)c2ccco2)n1 | -4 | 104 | 0.3 | 6 | 8 | 10 | -5 | -0.9 | 1
CCn1cc(C(=O)NCCc2ccccc2)c(=O)c2cc(S(=O)(=O)N3CCCC3)ccc21 | -14 | 79 | 0.0 | -4 | -4 | -3 | 7 | -1.2 | 22
CC(N1CCOC1=O)S(=O)(=O)c1ccccc1 (centres undefined) | 9 | 112 | 0.1 | 1 | -2 | -8 | 2 | 2.8 | 3
CN(Cc1ccccc1)/C(=N/O)c1cccc(Cl)c1 | 11 | 93 | -0.1 | 0 | 4 | 6 | 4 | 0.7 | 2
CC(C)OCCCNC(=O)C1CC(=O)N(CCc2ccccc2)C1 (centres undefined) | -1 | 124 | -0.1 | 0 | 1 | 2 | -5 | 0.5 | 1
COc1cccc(C2=NN(C(=O)c3ccco3)C(O)(C(F)(F)F)C2)c1 (centres undefined) | 8 | 95 | 0.0 | 1 | 3 | 7 | 1 | 0.1 | 6
COc1cccc2nc3cc(C)c(C)cc3nc12 | -9 | 63* | 0.0 | 9 | 28 | -10 | -3 | 0.0 | 23

Filtered by structure: the compounds so far with a nitro group on carbon (2)
SMILES | EBNA-1 inh | Yeast superoxide | Efflux pump inh | Fam108B counter | MCL1-BIM inh | ZTA counter | GLD-1 RNA inh | MEX-5 binding | BCLXL inh
Cc1sc(C(C2C(=O)CC(C)(C)CC2=O)C2C(=O)CC(C)(C)CC2=O)cc1[N+](=O)[O-] | -2 | 115 | -0.2 | 3 | 22 | -9 | 7 | 0.1 | 3
CCOC(=O)c1ccc(-n2c(CN3CCC(O)CC3)nc3ccc([N+](=O)[O-])cc3c2=O)cc1 | -10 | 104 | 0.0 | -4 | -22 | 1 | -10 | -2.4 | -10

The listing continues:
SMILES | EBNA-1 inh | Yeast superoxide | Efflux pump inh | Fam108B counter | MCL1-BIM inh | ZTA counter | GLD-1 RNA inh | MEX-5 binding | BCLXL inh
CS(=O)(=O)NCCNc1cc(Cl)ccc1[N+](=O)[O-] | 4 | 95 | 0.0 | 1 | 1 | 3 | -2 | -1.2 | 3
COCCN1C(=O)/C(=C2/C(=O)N(CC(=O)Nc3ccccc3Cl)c3ccccc32)SC1=S | 4 | 106 | 0.0 | -3 | 9 | 2 | 2 | -2.0 | 2
O=C(CNC(=O)c1ccc(Br)o1)NC1CCCCC1 | 10 | 106 | 0.3 | 0 | -6 | -7 | -5 | 1.3 | -1
Oc1ccc(N=Nc2ccc3c(c2)OCCO3)c2ncccc12 | -9 | 97 | -0.2 | 4 | 13 | 5 | -4 | 3.0 | 0
Nc1cc(N)nc(SCC(=O)NNC(=O)c2ccc(Cl)cc2)n1 | -6 | 93 | 0.0 | -1 | 2 | -22 | 4 | -1.0 | 2
Cc1nnc(SCCCn2c(N3CCN(c4ccccc4)CC3)nc3c2c(=O)[nH]c(=O)n3C)s1 | -3 | 87 | 0.0 | 0 | 0 | -5 | 4 | 0.1 | 3
O=C(Cc1ccc(Cl)cc1)Nc1ccc(N2CCN(C(=O)c3ccco3)CC2)cc1 | 0 | 103 | -0.2 | 0 | -3 | -3 | 0 | 1.0 | -6
CC(C)[C@H](NC(=O)N1CCn2c1nc1ccccc12)C(=O)N[C@@H](C(=O)O)c1ccccc1 | -8 | 160 | -0.1 | 1 | 0 | -6 | -6 | 0.6 | 0
CC(C)CN(CCNC(=O)CN1C(=O)COc2ccc(S(=O)(=O)N3CCC(C)CC3)cc21)CC(C)C | -8 | 93 | 0.5 | 2 | 6 | -12 | 3 | 0.6 | 3
Cc1ccc(C(=O)NCCCNC(=O)c2ccc(C)nc2)cc1 | -2 | 102 | 0.0 | 3 | 1 | -1 | 4 | 1.1 | 7
Cc1cccc(NC(=O)CSc2nnc(CN3CCOCC3)n2C)c1C | -3 | 105 | 0.0 | 7 | 2 | -14 | -8 | 1.3 | 1
Cc1ccc(C2(C)NC(=O)N(CC(=O)N3c4ccccc4NC(=O)CC3C)C2=O)cc1 (centres undefined) | · | 98 | 0.2 | · | 10 | -9 | 8 | · | 7
